# Screening data: PubChem BioAssay, Icahn School of Medicine at Mount Sinai
# ROC1-CUL1 inh: human ROC1-CUL1 E3 ligase inhibition; P62877+Q13616; in vitro K48 di-Ub FRET, acceptor:donor ratio, 45 min; inhibition, % at 10 µM; hit rate 0.6% among 140,000; AID 1347404; in the data active = inhibition above about 25%
# Target sequence (P62877 whole entry, looked up): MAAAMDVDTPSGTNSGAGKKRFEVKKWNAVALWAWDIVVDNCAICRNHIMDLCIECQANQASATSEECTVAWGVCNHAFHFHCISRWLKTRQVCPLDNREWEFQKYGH
# Target sequence (Q13616 whole entry, looked up): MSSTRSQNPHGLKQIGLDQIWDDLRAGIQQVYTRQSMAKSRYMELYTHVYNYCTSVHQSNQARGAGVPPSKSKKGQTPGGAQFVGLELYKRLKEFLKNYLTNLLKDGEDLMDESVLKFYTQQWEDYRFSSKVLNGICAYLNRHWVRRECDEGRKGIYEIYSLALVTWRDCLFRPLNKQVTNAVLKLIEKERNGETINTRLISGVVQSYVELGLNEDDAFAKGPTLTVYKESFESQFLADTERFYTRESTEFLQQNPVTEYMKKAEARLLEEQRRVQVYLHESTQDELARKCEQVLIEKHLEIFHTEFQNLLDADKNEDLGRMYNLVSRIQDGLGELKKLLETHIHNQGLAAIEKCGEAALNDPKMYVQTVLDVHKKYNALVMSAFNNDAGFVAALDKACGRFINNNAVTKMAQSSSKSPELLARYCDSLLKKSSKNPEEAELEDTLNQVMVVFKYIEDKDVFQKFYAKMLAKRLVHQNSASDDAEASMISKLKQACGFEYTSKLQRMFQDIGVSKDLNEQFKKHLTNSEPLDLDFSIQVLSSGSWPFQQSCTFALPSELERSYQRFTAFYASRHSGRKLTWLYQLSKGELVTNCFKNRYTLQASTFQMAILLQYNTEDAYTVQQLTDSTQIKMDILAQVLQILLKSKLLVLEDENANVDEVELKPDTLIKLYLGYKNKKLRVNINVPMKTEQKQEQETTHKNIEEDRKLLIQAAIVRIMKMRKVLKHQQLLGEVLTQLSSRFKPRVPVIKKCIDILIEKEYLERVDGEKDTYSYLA
# * hit, by the source's call; & = joins results of further samples. This is a subset; the hit share may differ from the screen's.
SMILES,ROC1-CUL1 inh
C/C(=N\NC(=O)c1cc2ccccc2cc1O)c1ccccn1,-6
CN1CCc2nc3sc(C(=O)Nc4cccc(C#N)c4)c(N)c3cc2C1,-1&-4
Cc1n[nH]c(C)c1CCCCCCOc1ccccc1,-2
O=C(Nc1ccccc1)C(C(=O)c1ccccc1)C(=O)c1ccccc1,8
Cc1ccc(N2C(=O)CC(c3ccccc3F)C3=C2COC3=O)cc1Cl (stereo unspecified),-6
CSc1nc2ccc(NC(=O)CCc3ccccc3)cc2s1,-6
CC(=O)Nc1ccc(S(=O)(=O)NC2(C(F)(F)F)NC(=O)N(CCc3ccc(F)cc3)C2=O)cc1 (stereo unspecified),-14
CNC(=O)c1ccccc1NC(=O)c1cccc(Cl)c1,-7
CCOc1ccc(NC(=O)c2nn(C)c3c2CS(=O)(=O)c2ccccc2-3)cc1,9
C=CCn1c(SCc2ccccc2C)nnc1-c1ccncc1,-4
CCOC(=O)c1[nH]c(C)c(C(=O)NCc2ccccc2Cl)c1C,-3
O=C(Nc1ccc(Br)cc1Br)c1ccncc1,-12
CCOC(=O)C1=C(C)N=c2s/c(=C/c3cc(C)n(-c4cccc(C(=O)OC)c4)c3C)c(=O)n2C1c1cccs1 (stereo unspecified),4
COc1ccc(-c2c(C)c3ccc(O)c(CN4CCCC(C)C4)c3oc2=O)cc1OC (stereo unspecified),5
Cn1c(=O)n(Cc2ccccc2)c(=O)c2c1nc1oc(C(C)(C)C)cn12,-4
Cc1ccccc1-c1cnc(-c2cccnc2)nc1C1CCN(C(=O)c2scc3c2CCCC3)CC1,-3
Cc1sc2nc(CN3CCOCC3)[nH]c(=O)c2c1-c1ccccc1,-8
COC(=O)c1ccccc1NC(=O)c1noc2c1CSc1ccccc1-2,6
COc1ccc(Cn2ccc3nc(C)c(C(=O)NCc4ccc(F)cc4)cc3c2=O)cc1,6
COc1ccc(-n2ccnc(NCCc3ccc(S(N)(=O)=O)cc3)c2=O)cc1Cl,-14
Cc1ccccc1OCC(=O)Nc1nnc(SCc2cc(=O)n3cc(Cl)ccc3n2)s1,7
O=C(CCc1nc2ccccc2s1)NCc1nc(NC2CCCC2)c2cc(Cl)ccc2n1,-1
C[C@@H]1C[C@@H](C(=O)NCc2nc(NCCCc3ccccc3)c3ccccc3n2)NC(=S)N1,0
O=C(c1cccc(Br)c1)N1CCN(Cc2ccco2)CC1,-1
COc1ccc(NC(=O)Cn2c(=O)n(Cc3ccco3)c(=O)c3sc4ccccc4c32)cc1Cl,-1

# Next compounds.
SMILES,ROC1-CUL1 inh
CCOc1ccc(/C=C/c2nc(C#N)c(Nc3ccc(OC)cc3)o2)cc1,-4
O=C(c1ccc(N2CCC(NCc3ccc(C(F)(F)F)cc3)CC2)cc1)N1CCCC(O)C1 (stereo unspecified),-2
Cc1ccc(CN2CCNC(=O)C2CC(=O)NCC2(c3ccccc3)CCOCC2)o1 (stereo unspecified),-4
Cc1ccc(C(=O)OCC(=O)c2ccc(Br)cc2)cc1C,-1
CCCOC(=O)c1c(-c2ccc(OC)c(OC)c2)csc1NC(=O)COc1ccc([N+](=O)[O-])cc1,-6
CNc1cc(S(N)(=O)=O)ccc1OC,-5
COc1ccc(CN2CCCN(C(C)=O)CC2)cc1OCC(O)CN1CCCCC1 (stereo unspecified),4
Cc1nnc(SCC(=O)Nc2cc(F)ccc2C)s1,-1
C#CC1C(=N)Oc2cc(C)oc(=O)c2C1c1ccc(OCC)c(OCC)c1 (stereo unspecified),-8
O=C(Nc1ccccc1)c1ccc(I)o1,-2
Cc1c(NC2=NC3(CCCCC3)Cc3ccccc32)c(=O)n(C)n1-c1ccccc1,11
CCCCNc1nnc(CCn2nc(C)c(Br)c2C)s1,1
COc1ccc(C(C2C(=O)C=C(C)N(Cc3ccco3)C2=O)N2CCN(c3ccccc3)CC2)cc1 (stereo unspecified),-3
CC(C)CCNC(=S)NC1CCCC1,-6
C(=N\Nc1nncc2ccccc12)/c1c[nH]c2ccccc12,3
CCN(CC)CCNC(=O)c1c(C)oc2ncn(C)c(=O)c12,6
COc1ccc2cc(CNc3ccc(C)cc3)c(=O)n(CC(=O)Nc3ccc(OC)c(Cl)c3)c2c1,3
Cc1cc(C)n2c(SCc3ccc(C(=O)c4ccc(F)cc4)cc3)nnc2n1,7
COC(=O)[C@]1(C)C[C@H](C(=O)NCc2cnn(C)c2)[C@H](c2ccccc2Cl)N1C,4
COc1ccc(C2C3C(=O)CC(C)(C)CC3=Nc3ccccc3N2C(=O)C(F)(F)F)cc1 (stereo unspecified),-9
COc1ccc(CNC(=O)c2cc3c(=O)n(C)c4ccccc4c3n2C)cc1,-10
Cc1ccc2oc(-c3cc(NC(=O)c4ccc(-c5cccc(Cl)c5)o4)ccc3O)nc2c1,12
O=C(OCC(F)(F)F)c1cccc(COc2ccc3ccccc3c2)c1,3
Cc1ccc(N2C(=O)/C(=C/c3ccc(Br)s3)C(=O)NC2=S)c(C)c1,9
Cc1c(N=NC2C(=O)N(c3ccccc3)N=C2N)c(=O)n(-c2ccccc2)n1C (stereo unspecified),-5

# Retrieved by compound from above, seven records:
SMILES,ROC1-CUL1 inh
COc1ccc(C2C3C(=O)CC(C)(C)CC3=Nc3ccccc3N2C(=O)C(F)(F)F)cc1 (stereo unspecified),-9
Cc1nnc(SCC(=O)Nc2cc(F)ccc2C)s1,-1
C(=N\Nc1nncc2ccccc12)/c1c[nH]c2ccccc12,3
COc1ccc(CN2CCCN(C(C)=O)CC2)cc1OCC(O)CN1CCCCC1 (stereo unspecified),4
COC(=O)[C@]1(C)C[C@H](C(=O)NCc2cnn(C)c2)[C@H](c2ccccc2Cl)N1C,4
COc1ccc(C(C2C(=O)C=C(C)N(Cc3ccco3)C2=O)N2CCN(c3ccccc3)CC2)cc1 (stereo unspecified),-3
O=C(OCC(F)(F)F)c1cccc(COc2ccc3ccccc3c2)c1,3

# Returning to the listing, repeating the 4 entries before the break.
SMILES,ROC1-CUL1 inh
Cc1ccc2oc(-c3cc(NC(=O)c4ccc(-c5cccc(Cl)c5)o4)ccc3O)nc2c1,12
O=C(OCC(F)(F)F)c1cccc(COc2ccc3ccccc3c2)c1,3
Cc1ccc(N2C(=O)/C(=C/c3ccc(Br)s3)C(=O)NC2=S)c(C)c1,9
Cc1c(N=NC2C(=O)N(c3ccccc3)N=C2N)c(=O)n(-c2ccccc2)n1C (stereo unspecified),-5
CN1C(=O)C(=Cc2cc([N+](=O)[O-])cc([N+](=O)[O-])c2O)C(=O)N(C)C1=O,3
COc1ccc(C2(CC(=O)N3CCN(Cc4ccc(C)cc4)C(=O)C3)CC(=O)N(C3CC3)C2=O)cc1 (stereo unspecified),1
CCCCOC(=O)Nc1ncc([N+](=O)[O-])s1,5
Cc1ccc(Cn2cnc3nc4c(cc3c2=O)CCCC4)cc1,0
CCC(=O)N1CCc2cc(Br)cc(S(=O)(=O)CCC(=O)N3CCN(c4ccc(F)cc4)CC3)c21,-15
CN(CC1CCOCC1)C(=O)c1csc2nc(-c3ccc(F)cc3)cn12,-2
Cn1c(=O)c2c3c(sc2n2c(SCc4ccc5c(c4)OCO5)nnc12)CC(C(C)(C)C)CC3 (stereo unspecified),-3
Cc1ccc(C)c(N2CCN(C(=O)CCn3c(=O)c4cccn4c4cccnc43)CC2)c1,2
Cn1c(CNC(=O)c2ccccc2)nnc1SCC(=O)Nc1c(F)cc(F)cc1Br,-4
Cc1ccc(O/C=C2/OC(=O)c3ccccc32)cc1Cl,-13
CCOc1ccc(-c2cc3c(=O)n(CC(=O)NCc4ccc(OC)cc4)ccn3n2)cc1,-5
O=C(CNS(=O)(=O)c1ccccc1)Nc1ccc(Br)cc1,7
CCOc1ccc(-n2c(=O)c3c(C)c(C)sc3n(CC(=O)C(C)(C)C)c2=O)cc1,1
O=C(CSc1nc2ccccc2o1)c1cccc([N+](=O)[O-])c1,3
CCOC(=O)c1c(N)n(-c2cccc(OC)c2)c2nc3ccccc3nc12,-1
CCOC(=O)c1cccc(NC(=O)c2cc(CN3CCOCC3)on2)c1,1
Cc1noc2c(=O)c(Br)cc(Br)cc12,-10
C#CCOc1ccc(Cl)cc1CNc1ccccc1Cl,1
CC(=O)Oc1cccc(/C=C2/C(=O)NN(c3cccc(Cl)c3)C2=O)c1,26*
COC(=O)c1cc(NC(=O)c2cccc(Cl)c2)cc(C(=O)OC)c1,-3
Cc1ccc(S(=O)(=O)N2CCC(C(=O)Nc3cccc(C(=O)O)c3)CC2)cc1,1
COCCCN1C(=O)c2[nH]nc(-c3cc(C)ccc3O)c2C1c1ccc(F)cc1 (stereo unspecified),-3
COc1cccc(/C=N/NC(=O)CSc2nnc(CNc3cccc4ccccc34)n2-c2ccccc2)c1,-1
O=C1CC(c2ccccc2)Cc2c1sc1nc(-c3ccc(Br)cc3)cn21 (stereo unspecified),7
OCC(O)Cn1c2cc(Br)ccc2c2ccc(Br)cc21 (stereo unspecified),-1

# Next part.
SMILES,ROC1-CUL1 inh
COc1ccc(C2C3=C(CC(c4ccc(OC)c(OC)c4)CC3=O)N=C(C)C2C(=O)OCCOC(C)C)cc1O (stereo unspecified),-3
CCN(c1ccccc1)S(=O)(=O)c1ccc(NC(=O)c2nc(S(C)(=O)=O)ncc2Cl)cc1,-7
COc1ccc(OC)c(CCNC(=O)c2c(C)oc3ncn(CC(C)C)c(=O)c23)c1,4
CC(C)c1nn2c(=O)cc(COC(=O)c3cccc(NC(=O)c4ccccc4F)c3)nc2s1,3
CCCCOC(=O)c1ccc(NC(=O)CSc2nc3c(c(=O)[nH]2)CCC3)cc1,-8
CCNS(=O)(=O)c1cc(OC)c(OC)cc1Br,4
CCOc1ccc(Nc2sc(C(=O)c3ccc(F)cc3)c(N)c2S(=O)(=O)c2ccc(C)cc2)cc1,0
Cc1sc(-c2c(C#N)c(N)nc3c2CCCCCC3)cc1COc1ccc(F)cc1Cl,-5
CCCOc1cccc(C(=O)NC(C)CC)c1 (stereo unspecified),16
CCOC(=O)c1c(NC(=O)c2ccccc2Nc2ccccc2OC)sc2c1CCCC2,-11
Cc1ccn2c(Nc3ccccc3C)c(-c3ccccn3)nc2c1,-5
COC(=O)CCC(=O)N(CCc1ccccc1)CC1CCN(C)CC1,4
NC(=O)CSc1nc2ccc(NC(=O)COc3ccccc3)cc2s1,-9
COc1ccc(N2NOC(=O)C2=C2C=C3N=NC(=O)C3C(c3ccc(Cl)cc3)C2)cc1 (stereo unspecified),1
CCOc1ccccc1NC(=O)CC1C(=O)NCCN1C(=O)c1ccc(F)cc1 (stereo unspecified),-4
COc1ccc(CCCNC(=O)c2ccc(N3CCOCC3)nc2)cc1,4
CN1N=C(C(=O)N2CCCC(CCC(=O)N3CCN(c4ccccn4)CC3)C2)CCC1=O (stereo unspecified),9
CCc1nnc2c3ccccc3nc(-c3ccccc3)n12,-1
CCCCN(CC)CCNC(=O)Cn1c(=O)c2cccn2c2cccnc21,-4
COC(=O)C1C(=N)OC2=C(C(=O)CC(C)(C)C2)C1c1cccs1 (stereo unspecified),-14
COc1ccc(CNC(=O)c2cc3cccc4c3n2CC(C)S4)c(OC)c1 (stereo unspecified),-9
CCc1ccc(Nc2nc3c(S(=O)(=O)c4ccc(C)cc4)nnn3c3ccsc23)cc1,-5
COc1cc(OC)c(C(=O)Nc2c(C)cccc2C)cc1OC,-4
O=C1C(Br)=C(Br)C2C3C=CC(C3)C12 (stereo unspecified),0
CC(C)C(C(=O)Nc1nc(-c2ccc(S(=O)(=O)N3CCOCC3)cc2)cs1)N1C(=O)c2ccccc2C1=O (stereo unspecified),1

# Ordered by heavy-atom count (lowest first): part of the list above.
SMILES,ROC1-CUL1 inh
COC(=O)C1C(=N)OC2=C(C(=O)CC(C)(C)C2)C1c1cccs1 (stereo unspecified),-14
CC(=O)Oc1cccc(/C=C2/C(=O)NN(c3cccc(Cl)c3)C2=O)c1,26*
COc1ccc(C2C3C(=O)CC(C)(C)CC3=Nc3ccccc3N2C(=O)C(F)(F)F)cc1 (stereo unspecified),-9

# The listing picks up with the two entries that preceded the break.
SMILES,ROC1-CUL1 inh
O=C1C(Br)=C(Br)C2C3C=CC(C3)C12 (stereo unspecified),0
CC(C)C(C(=O)Nc1nc(-c2ccc(S(=O)(=O)N3CCOCC3)cc2)cs1)N1C(=O)c2ccccc2C1=O (stereo unspecified),1
CCOC(=O)C1=C(c2ccccc2)OC(=N)C(C#N)C1c1ccc(OC)c(CSc2ccccn2)c1 (stereo unspecified),5
CCOc1ccc(C(=O)N2CCN(c3ncccn3)CC2)cc1OCC,3
Cc1ncc2c(c1-c1noc(C3COCCO3)n1)CCN(C(=O)NC(C)C)C2 (stereo unspecified),1
COc1cccc(N2CCN(C(=O)c3cc4c(=O)n(Cc5ccccc5)ccc4nc3C)CC2)c1,3
O=C(C1CCC(CNS(=O)(=O)c2ccc(Br)s2)CC1)N1CCN(c2ccc(F)cc2)CC1 (stereo unspecified),-5
O=C1NC(CCSC2=NCN=N2)Oc2ccccc21 (stereo unspecified),5
COc1cccc(OCc2nc(C(=O)NC(C)c3csc(C)n3)co2)c1 (stereo unspecified),4
CCOC(=O)c1cccc(NC(=O)Cn2cnc3nc4c(cc3c2=O)CCCC4)c1,3
COc1ccc(N=C2SC(=Nc3ccccc3)C(=Nc3ccccc3)N2c2ccc(OC)cc2)cc1,3
CC1CCN(S(=O)(=O)n2nnc3ccccc32)CC1,0
CCc1ccc(-n2nc(C)c3c(C)cc(=O)n(CC(=O)Nc4ccc(C)c(F)c4)c32)cc1,3
Cc1sc(-c2c(C#N)c(N)nc3c2CCCCCC3)cc1COc1ccc(Cl)cc1,-4
Cc1ccc(Nc2c(-c3ccncc3)nc3ccc(C)cn23)cc1,3
Cc1ccc2nc(N(Cc3cccnc3)C(=O)CCOc3ccccc3)sc2c1,-3
COC(=O)Nc1ccc(S(=O)(=O)Nc2ccccn2)cc1,3
COCCCNc1nc2nonc2nc1N1CCCC(OC)C1 (stereo unspecified),-8
O=C(NCC1CC1)c1coc(CN2CCN(C/C=C/c3ccccc3)CC2)n1,14
COc1ccc(CCN2CCCC(CN(C)Cc3ccc(OC)cc3)C2)cc1 (stereo unspecified),-6
Cc1cc(SCc2nn(CN3CCOCC3)c(=S)o2)nc(N2CCCCC2)n1,3
O=C1N(Cc2ccccc2F)CCCC1(O)CNC1CCCCCC1 (stereo unspecified),-19
CCCc1cc(CNC(=O)c2ccc(N3CCCC3)nc2)on1,-15
COC(=O)C1[C@](C)(C(=O)OC)N=N[C@@]1(C)C(=O)OC,-3
COc1ccc(C(=O)Nc2nnc(S(=O)(=O)N(CC(C)C)c3ccccc3)s2)cc1,3
CCOC(=O)C(Nc1cccc(F)c1)(NS(=O)(=O)c1ccccc1)C(F)(F)F (stereo unspecified),-3
